Vif-APOBEC3F blk: blocks the Vif interaction with APOBEC3F; HeLa A3F-eYFP + Vif (tagged APOBEC3F with the HIV-1 protein that degrades it), YFP fluorescence increase; Potency, µM (highest dose often 46.1 µM), without a hit: at the highest dose activity, negative = active; actives 0.2% (n = 390,000); further: potency means the concentration at half of the fitted maximal effect; % of control where 0% means no effect; nearly all actives have a fitted effect of over 65% in size
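HeLa cells stably expressing Vif plus C-terminally eYFP-tagged A3F were seeded, incubated overnight at 37 deg C, dosed with compound, incubated overnight again at 37 deg C. Yellow fluorescence (Ex 488/Em 500-530) reported blocked Vif-mediated A3F-eYFP degradation.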
Vif-APOBEC3G blk: Vif-A3G binding inhibition. HeLa A3G-eYFP + Vif (tagged APOBEC3G with the HIV-1 protein that degrades it), YFP fluorescence, overnight. actives 0.076% (n = 410,000). AID 602310. Potency, µM (doses to about 46.1 µM), for the others: top-dose activity, negative = active, hits mostly inhibitors. Q9HC16;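 further: potency means the concentration at half of the fitted maximal effect; on the % scale 0 is the no-effect control and ±100 the full control effect; nearly all actives have a fitted effect of over 60% in size; hits raise eYFP signal because A3G escapes Vif-driven loss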
Target sequence (Q9HC16 whole entry, looked up): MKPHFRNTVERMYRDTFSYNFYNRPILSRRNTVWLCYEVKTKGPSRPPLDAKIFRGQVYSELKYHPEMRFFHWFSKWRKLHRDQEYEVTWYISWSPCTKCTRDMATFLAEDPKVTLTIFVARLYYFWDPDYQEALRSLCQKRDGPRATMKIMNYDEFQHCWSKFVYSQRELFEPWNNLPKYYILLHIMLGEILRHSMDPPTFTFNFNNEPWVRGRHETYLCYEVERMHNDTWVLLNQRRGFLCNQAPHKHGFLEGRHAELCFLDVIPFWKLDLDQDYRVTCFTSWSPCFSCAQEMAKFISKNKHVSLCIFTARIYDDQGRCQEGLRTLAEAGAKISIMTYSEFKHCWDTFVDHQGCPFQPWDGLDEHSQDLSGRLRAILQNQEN
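Read-out is eYFP fluorescence (Ex 488/Em 500-530) from Vif-expressing HeLa A3G-eYFP cells; more signal means A3G escaped Vif-mediated degradation. Cells plated overnight, compound pinned in, incubated overnight at 37 deg C.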
D2 agonist: activates the human D2 dopamine receptor. HEK293 T-REx D2 cells, calcium flux agonist mode. activation, % at 2 µM. actives 0.53% (n = 340,000). AID 485358;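 active means activation over 3 SD above normal in the single-dose calcium agonist read, cut at about 30% in these data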; further: 0% is about no effect
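Tetracycline-induced HEK293 Trex cells with D2 receptor force-coupled to calcium signaling, plated overnight at 30 C and loaded with no-wash calcium dye. Calcium flux read kinetically for 180 s after compound addition; responses flag agonists.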
ALOX12 inh: inhibitors of human 12S-lipoxygenase ALOX12. purified 12hLO, xylenol orange hydroperoxide absorbance. P18054. actives 1.1% (n = 580,000). Potency, µM (series often up to 108 µM), for the others: top-dose activity change, negative = inhibition, actives largely listed as inhibitors; further: potency means the concentration at half of the fitted maximal effect; on the % scale 0 is the no-effect control and ±100 the full control effect
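Purified human 12hLO (150 nM final) in 25 mM Hepes, 0.01% Triton X-100, pH 7.0 was preincubated 15 min at room temperature with compound. Then 40 uM arachidonic acid was added, 30 min. Hydroperoxide was read by Fe-XO absorbance ratio 573/405 nm.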
Glioma ERSR ind: ER stress response induction in glioma | U87-MG GRP78 promoter luciferase reporter, 16 h | Potency, µM, inactives show at the top dose activation, usual class: activators | actives 0.02% (n = 420,000); further: potency means the concentration at half of the fitted maximal effect; series mostly up to about 76 µM; % of control where 0% means no effect; nearly all actives have a fitted effect of over 35% in size
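Stably transfected U87-MG glioma cells carrying a GRP78-based luciferase sensor; 16 h compound incubation. Luminescence end-point read 10 min after Bright-Glo addition at room temperature.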
D2 antagonist: antagonists of human D2 dopamine receptor. P14416. HEK293 TREx D2 cells, calcium flux, dopamine EC80. inhibition, % at 10 µM. actives 2% (n = 340,000). AID 485344; in the data active means inhibition above about 30%; further: 0% is about no effect
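Calcium flux kinetic readout in an inducible HEK293 TREx D2 line plated overnight at 30 C. After 180 s compound exposure, an EC80 dopamine challenge follows with another 180 s kinetic read to detect antagonism.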
ERG-DNA inh: ERG Ets/DNA interaction inhibition | P11308 | fluorescence polarization, His-ERG Ets domain / labelled DNA | Potency, µM (top dose mostly 76.9 µM), for the others: at the top dose FP activity, negative = inhibition, usual class: inhibitors | actives 0.028% (n = 370,000); active means well fitted inhibition curve with a large enough effect in the polarisation, with a control signal flat; inconclusive means small, poorly fitted or top-dose-only effect, or effect the other way, or a change in a side signal; inactive means no such curve, though single readings can be large or run the other way; the % refers to the polarisation;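 further: polarization taken with two DNA probes labelled with fluorescein and Texas red; potency means the concentration at half of the fitted maximal effect; % of control where 0% means no effect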
Target sequence (P11308 whole entry, looked up, the tested form may be a part): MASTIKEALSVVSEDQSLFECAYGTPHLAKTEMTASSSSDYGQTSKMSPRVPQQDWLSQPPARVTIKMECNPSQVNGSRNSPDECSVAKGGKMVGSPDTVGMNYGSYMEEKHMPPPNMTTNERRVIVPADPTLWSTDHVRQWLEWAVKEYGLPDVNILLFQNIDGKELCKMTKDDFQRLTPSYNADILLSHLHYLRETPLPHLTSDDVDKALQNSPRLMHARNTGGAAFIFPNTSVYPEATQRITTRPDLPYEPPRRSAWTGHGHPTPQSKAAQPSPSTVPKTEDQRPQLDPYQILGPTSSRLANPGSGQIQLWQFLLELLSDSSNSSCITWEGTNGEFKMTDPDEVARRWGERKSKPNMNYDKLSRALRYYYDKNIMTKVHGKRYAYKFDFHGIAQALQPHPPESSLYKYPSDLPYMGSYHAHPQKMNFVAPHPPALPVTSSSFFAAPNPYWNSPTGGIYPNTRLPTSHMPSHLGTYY
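His-tagged ERG Ets domain (1 uM in the protein solution; 300mM KCl, 50mM Tris-HCl, 1mM EDTA, 1mM DTT, pH 7.5) received compound, then a probe mix of 5 nM fluorescein-DNA and 100nM Texas-615-DNA. Fluorescence polarization was read for both dyes.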
RGS4 inh: human RGS4 inhibition; Transcreener GDP fluorescence polarization, RGS4-accelerated GTP hydrolysis; actives 0.039% (n = 390,000); AID 504845; Potency, µM (titrated, usually from 114 µM), without a hit: at the top dose activity change, negative = inhibition, actives largely listed as inhibitors; further: potency means the concentration at half of the fitted maximal effect; on the % scale 0 is the no-effect control and ±100 the full control effect; nearly all actives have a fitted effect of over 75% in size; some results filed as inactive show a strong effect at the top dose
Target sequence (P49798 whole entry, looked up): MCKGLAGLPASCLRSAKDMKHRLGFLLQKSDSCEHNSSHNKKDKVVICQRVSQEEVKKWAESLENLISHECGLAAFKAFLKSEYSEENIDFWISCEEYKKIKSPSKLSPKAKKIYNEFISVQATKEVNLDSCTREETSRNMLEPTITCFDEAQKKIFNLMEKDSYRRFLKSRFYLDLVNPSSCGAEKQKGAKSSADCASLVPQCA
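MLSMR compounds (23 nl, pin-transferred) preincubated 10 min at room temperature with a 500nM (2x) first reagent, then RGS4 at 900nM (2x) plus Transcreener GDP mix added; fluorescence polarization (620/688 nm) read before and after 90 min at 30 °C.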
LDHA block: inhibitors of human lactate dehydrogenase A. purified LDHA, NADH/diaphorase-resazurin fluorescence; hits give low values. activity change, % (values are at about 110 or 230 µM). actives 0.15% (n = 480,000); in the data active means activity change below about -30%; inconclusive means mostly about -25% to -30%;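 further: plate controls were DMSO wells for no effect and wells without enzyme for full effect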
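Resorufin fluorescence (ex540/em590), read at 0 and 20 min after diaphorase/resazurin addition, reports the NADH left after a 5 min room-temperature reaction of 2 nM human LDH5 with 0.06 mM NADH and 0.2 mM pyruvate.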
An asterisk follows results filed as active; ? = inconclusive; nt = no result given; & = joins results of further samples; [ ] = another dose, or the depositor's remark. Unless noted, the call rests on the fitted dose curve; in most records, active means well fitted curve in the direction sought with a large enough effect; inconclusive means small, poorly fitted or top-dose-only effect, or another doubt; inactive means no such curve, though single readings can be large; an effect the other way counts as inactive or inconclusive. Only part of the results is shown, so the mix of outcomes need not match the whole.

A first look:
SMILES | Vif-APOBEC3F blk | Vif-APOBEC3G blk | D2 agonist | ALOX12 inh | Glioma ERSR ind | D2 antagonist | ERG-DNA inh | RGS4 inh | LDHA block
CCc1c(C(=O)NCCc2cccc(C)c2)[nH]c(C)c1C(C)=O | -0.1% | -9.9% | 0.7 | ? | 2.4% | 0.4 | 2.0% | -4.3% | 0.9
CCSc1nc(O)c(CC)c(=O)n1C(C)CC (configuration not stated) | -0.3% | -3.0% | -0.7 | 8.9% | -3.4% | 3.9 | -6.0% | -12.4% | 5.7

This part in full, repeating the preview:
SMILES | Vif-APOBEC3F blk | Vif-APOBEC3G blk | D2 agonist | ALOX12 inh | Glioma ERSR ind | D2 antagonist | ERG-DNA inh | RGS4 inh | LDHA block
CCc1c(C(=O)NCCc2cccc(C)c2)[nH]c(C)c1C(C)=O | -0.1% | -9.9% | 0.7 | ? | 2.4% | 0.4 | 2.0% | -4.3% | 0.9
CCSc1nc(O)c(CC)c(=O)n1C(C)CC (configuration not stated) | -0.3% | -3.0% | -0.7 | 8.9% | -3.4% | 3.9 | -6.0% | -12.4% | 5.7
Cc1ccc(Cn2cc(C(=O)c3ccc(C)cc3)c(=O)c3ccc(C)nc32)cc1 | -8.4% | -6.7% | 0.6 | -6.4% | 1.0% | nt | 5.4% | 11.0% | -3.7
COc1ccc(-c2cc(C(F)(F)F)n3nc(C(=O)N4CCN5CCCC5C4)cc3n2)cc1OC (configuration not stated) | -5.5% | -1.5% | 0.1 | 1.0% | -5.0% | 7.5 | 6.2% | -6.7% | -6.9
CCN(CC)C(=O)c1cccc(NC(=O)C2CCN(C(=O)c3cccs3)CC2)c1 | 10.2% | -1.3% | nt | -17.1% | -5.9% | nt | -1.2% | 3.9% | -3.8
COc1ccc(CC(=O)n2c(CC#N)nc3ccccc32)cc1OC | -6.8% | 3.5% | 0.6 | 426.9%[activator] | -3.0% | 2.8 | 0.4% | -10.6% | -1.2
c1nc2sc3c(c2c2nnnn12)CCCC3 | -1.3% | 6.0% | 0.4 | -15.2% | -2.2% | 14.5 | ? | -10.0% | 1.3
Cc1ccc(-n2nc(C(=O)NCc3ccc(F)cc3Cl)c3c4ccccc4n(C)c3c2=O)cc1 | -2.0% | 2.5% | -1.2 | -22.1% | -3.7% | nt | 0.8% | 17.8% | -12.9
CCc1cccc(C)c1NC(=S)N(CCN(C)C)C(C)c1cccnc1 (configuration not stated) | 9.2% | -5.8% | -0.2 | -3.4% | 0.0% | -0.9 | -3.4% | 21.4% | -19.2
N#C/C(=N\Nc1ccccc1F)C(=N)N1CCCCC1 | -8.7% | 1.1% | 0.2 | ? | 3.0% | 16.0 | 2.1% | 22.6% | -4.4
O=c1[nH]c(N/N=C/c2ccccc2)nc2ccccc12 | -1.7% | -0.3% | 0.6 | -3.1% | 1.7% | -12.3 | -8.2% | -30.1% | 3.2
CCOc1ccc(CN(C)C(=O)NNC(=O)c2ccc(C)cc2)cc1OC | 3.5% | 1.8% | -0.2 | -7.3% | -1.6% | 10.2 | -2.2% | -7.0% | -0.6
COc1ccc(S(=O)(=O)N2CCOC23CCN(S(=O)(=O)c2ccc(C)cc2)CC3)cc1 | 0.7% | 2.9% | -0.3 | -16.5% | -7.5% | -4.0 | -11.5% | 28.4% | -4.1
COc1ccc(CNC(=O)C2CCN(c3nnc(-n4cccc4CNc4ccc(C)cc4)s3)CC2)c(OC)c1 | nt | nt | -0.5 | -3.7% | nt | nt | 0.8% | 3.6% | -2.0
CCc1ccc(NC(=O)C(=O)NCC(c2ccc3c(c2)OCO3)N2CCOCC2)cc1 (configuration not stated) | 4.3% | 2.5% | 1.1 | -14.0%&-4.4% | -4.6% | nt | 1.7% | 3.3% | -1.4&-5.4
COCCNc1nc(Nc2ccc(C(=O)OC)cc2)c2sccc2n1 | nt | ? | nt | 0.5% | -2.0% | nt | nt | nt | -7.3
CCN(C(=O)COC(=O)CSc1ccc(C)cc1C)c1c(N)n(Cc2ccccc2)c(=O)[nH]c1=O | 1.3% | -1.1% | nt | 18.7% | -6.5% | nt | ? | 5.8% | -3.7
CC(C)C(NC(=O)c1ccc(C(C)(C)C)cc1)C(=O)O (configuration not stated) | -2.3% | 0.7% | -1.1 | -0.2% | 3.9% | 2.7 | -7.6% | -21.1% | 0.0
CCCc1cc(=O)[nH]c2nnc(SCC(=O)Nc3cc(C)on3)n12 | -25.3% | -1.0% | -0.1 | ? | -6.8% | 4.7 | -2.5% | 5.8% | -11.2
Cn1c(=O)cc(OCC(=O)NC2CCCCC2)c2ccccc21 | 0.3% | -4.3% | -0.3 | -3.1% | -0.6% | 24.4 | -0.3% | 33.8% | 0.0
O=C(OCc1cn(-c2ccc(Cl)cc2)nn1)c1ccccc1 | 1.8% | -0.2% | -0.2 | ? | 5.5% | 1.3 | -1.1% | -33.8% | -2.5
O=C(Nc1ccc(S(=O)(=O)Nc2ncccn2)cc1)c1ccc(Br)o1 | -5.4% | -2.4% | 3.7 | 25.2% | 0.2% | -3.8 | -0.7% | 9.9% | -6.4
COc1ccc(CC(=O)N2CCCc3ccccc32)cc1OC | 15.5% | -1.0% | -0.7 | 0.0%[57.4 µM] | -5.8% | -8.1 | 1.9% | 20.1% | 0.7
Cc1cc2nc(/C=C/c3cccnc3)[nH]c2cc1C | -11.4% | ? | nt | 8.4% | -4.9% | nt | 11.0% | 1.9% | -0.8
O=C(O)CCCN1C(=O)C2C3CCC(O3)C2C1=O (configuration not stated) | -7.7% | -0.3% | 0.9 | -23.6% | -3.1% | -7.1 | 4.8% | 16.0% | -6.0

Remaining list, next part
SMILES | Vif-APOBEC3F blk | Vif-APOBEC3G blk | D2 agonist | ALOX12 inh | Glioma ERSR ind | D2 antagonist | ERG-DNA inh | RGS4 inh | LDHA block
CCc1ccc(NCc2cc3ccc(OC)cc3n(CC(=O)Nc3cccc(Cl)c3C)c2=O)cc1 | 3.3% | -10.5% | -1.1 | 171.7%[activator] | -4.1% | nt | 3.3% | -9.2% | 5.4
O=C(COC(=O)c1ccc(Br)cc1)NCc1ccccc1 | -10.0% | -0.6% | -0.4 | 13.1% | -4.2% | 6.5 | 11.3% | 17.0% | -1.0
CC(C)N(C)c1ncnc2c1ncn2[C@H]1CN(Cc2ccc3c(c2)OCO3)C[C@@H](CO)O1 | nt | 2.1% | nt | -0.6% | -1.8% | nt | nt | nt | 2.3
CCOc1ccc(CN2C(=O)c3ccccc3Sc3ccc(C(=O)NCc4ccco4)cc32)cc1 | -20.8% | -22.6% | 0.7 | 0.0% | -2.8% | nt | 2.4% | -16.1% | -4.3
O=C(NCCc1ccccc1)C(=O)NN=C1CCCC1 | 1.5% | 0.6% | 0.9 | ? | -1.7% | -6.8 | 9.1% | 6.0% | -8.1
CCC(C)NC(=O)c1ccccc1NC(=O)Nc1ccccc1 (configuration not stated) | -4.5% | 2.4% | -0.3 | 154.7%[activator][57.4 µM] | -4.8% | -19.8 | -6.2% | -19.5% | -4.1
O=C(CC[C@H]1O[C@@H](n2cnc3c(NC(=O)c4ccccc4)ncnc32)[C@H](O)[C@@H]1O)NCCCN1CCCC1=O | nt | -2.6% | nt | -28.8% | -3.6% | nt | nt | nt | -9.9
Fc1cccc(NCc2ccccc2-c2nnc(-c3ccccc3Cl)o2)c1 | -1.6% | 0.1% | -0.7 | -7.3% | 0.0% | nt | -0.6% | 8.3% | -1.8
CN=c1scc(-c2cccs2)n1/N=C/c1ccc(O)c(O)c1O | -26.4% | -8.6% | 65.8* | ? | -3.4% | 89.3* | 3.9% | ? | 42.4
CN1c2ccc(Cl)cc2-c2nc(SCC(=O)NCc3ccccc3)ncc2S1(=O)=O | 4.2% | 0.0% | nt | ? | -4.0% | nt | 1.8% | 5.8% | -3.9
O=C(Nc1ccc(Br)cc1)c1ccc(F)c(S(=O)(=O)NC2CCCCCC2)c1 | -8.8% | 7.8% | -0.2 | 3.8% | -0.2% | nt | -2.2% | 0.1% | -9.9
O=C(Cn1c(NCCCO)nc2ccccc21)c1cccc(Br)c1 | 3.7% | 1.3% | -1.0 | -8.0% | -5.9% | 23.6 | 2.1% | -18.1% | 2.0
O=C(CC1CCCCC1)c1c(O)c2ccccc2oc1=O | -7.4% | -19.6% | 3.8 | 0.0% | -3.6% | 7.7 | 2.3% | -12.5% | 13.4
Cc1cccc(-n2c(CNC(=O)Cc3ccccc3)n[nH]c2=S)c1 | -27.2% | 1.0% | 1.3 | -17.0% | 0.1% | -10.5 | 3.6% | -31.4% | -6.3
COc1ccccc1C1=CC(=O)CCC1 | 0.8% | 2.0% | nt | -0.5% | 0.8% | nt | -15.5% | 7.6% | 1.9
COc1cccc(C2=NN(C(=O)C3CC3)C(O)(C(F)(F)F)C2)c1 (configuration not stated) | -7.5% | -0.6% | nt | 0.7% | -3.8% | nt | nt | nt | -1.3
O=C(CSc1ncnc2c1cnn2-c1ccccc1)NC1CCS(=O)(=O)C1 (configuration not stated) | -1.4% | 0.9% | -2.1 | ? | -0.5% | -6.0 | nt | -15.5% | -2.7
Cc1cc(C)cc(NS(=O)(=O)c2ccc(-c3cc(C)no3)cc2)c1 | 3.6% | -7.1% | -0.4 | ? | -4.2% | nt | 1.1% | -7.4% | 1.9
CCCSC1=N/C(=C\c2ccsc2)C(=O)S1 | -0.6% | 1.9% | 0.2 | ? | 0.4% | -17.7 | -2.3% | -22.6% | 0.2
Cc1nnc(SCCn2c(N3CCN(C)CC3)nc3c2c(=O)[nH]c(=O)n3C)s1 | -8.7% | -3.0% | 0.9 | -27.2% | -3.6% | -2.5 | 10.0% | 22.5% | 6.8
